Source: PubChem BioAssay
TcdB inh = TcdB glycohydrolase inhibition; inhibition, % at 9.99 µM; AID 652162; TcdB glycohydrolase enzymatic assay, plate reader; actives 0.24% (n = 350,000); in the data active = inhibition above about 10%
PfHsp40 rescue = rescue of PfHsp40-mediated yeast toxicity; S. cerevisiae expressing PfHsp40, growth rescue, ATP luminescence; growth rescue, % at 12.5 µM; actives 0.68% (n = 340,000); AID 504582; in the data active = growth rescue above about 28%, passing the limit was not always enough;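 note: yeast W303a lacking pdr1 and pdr3 grown in galactose medium; growth measured after three days at 30 °C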
Y pestis TopoI = Y. pestis Topo-I inhibition via cleavage products; Y. pestis Topo-I cleavage product accumulation, plate reader; activity, % at 10 µM; actives 0.064% (n = 360,000); AID 504884; in the data active = activity above about 50%, passing the limit was not always enough; note: inactives centre near 2
FadD28 FP inh = blocks FadD28 binding to the bisubstrate probe. fluorescence polarization. inhibition, % at 12.5 µM. actives 0.22% (n = 360,000). AID 588549; in the data active = inhibition above about 8.5%, passing the limit was not always enough
FBA Mtb inh = Mtb fructose-bisphosphate aldolase inhibition; P9WQA3; actives 2.3% (n = 360,000); purified M. tuberculosis FBA, fluorescence read-out; inhibition, % at 1 µM; AID 588726; in the data active = inhibition above about 27%;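 note: 0% = vehicle and 100% = reference inhibitor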
Target sequence (P9WQA3 whole entry, looked up): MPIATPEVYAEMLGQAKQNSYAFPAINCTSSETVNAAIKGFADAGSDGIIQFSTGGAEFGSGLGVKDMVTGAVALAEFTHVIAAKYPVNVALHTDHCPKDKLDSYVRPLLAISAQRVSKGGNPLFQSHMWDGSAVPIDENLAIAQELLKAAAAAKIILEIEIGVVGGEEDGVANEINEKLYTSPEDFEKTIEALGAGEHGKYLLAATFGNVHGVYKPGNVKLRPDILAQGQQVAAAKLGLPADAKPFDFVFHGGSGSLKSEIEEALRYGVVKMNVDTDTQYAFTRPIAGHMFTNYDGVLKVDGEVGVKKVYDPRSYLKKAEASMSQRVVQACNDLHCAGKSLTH
Mtb UGM inh = inhibitors of M. tuberculosis UDP-galactopyranose mutase | actives 0.06% (n = 320,000) | purified UGM, fluorescence polarization probe displacement | AID 504406 | P9WIQ1 | inhibition, % at 10 µM; in the data active = inhibition above about 10%, passing the limit was not always enough
Target sequence (P9WIQ1 whole entry, looked up): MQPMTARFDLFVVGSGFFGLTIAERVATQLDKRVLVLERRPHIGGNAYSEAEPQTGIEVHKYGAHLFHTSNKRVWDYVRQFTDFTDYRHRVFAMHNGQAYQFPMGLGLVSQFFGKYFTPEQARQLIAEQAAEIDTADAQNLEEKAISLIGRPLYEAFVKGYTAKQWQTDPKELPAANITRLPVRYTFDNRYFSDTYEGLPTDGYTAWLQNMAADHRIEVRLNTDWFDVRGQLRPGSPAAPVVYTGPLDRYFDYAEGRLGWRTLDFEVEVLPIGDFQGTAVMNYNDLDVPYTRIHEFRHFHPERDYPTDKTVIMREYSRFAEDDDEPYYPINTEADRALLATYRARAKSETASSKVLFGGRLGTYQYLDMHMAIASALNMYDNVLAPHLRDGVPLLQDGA
BioA inh = blocks M. tuberculosis BioA enzyme activity; inhibition, % at 9.99 µM; purified M. tuberculosis BioA enzyme, plate reader; actives 0.096% (n = 360,000); AID 602481; in the data active = inhibition above about 40%
GDH-TPI counter = counter-screen for M. tuberculosis FBA inhibitors: GDH-TPI coupled enzymes. AID 588335. actives 1.2% (n = 360,000). inhibition, % at 4.8 µM. GDH-TPI coupled enzyme counterscreen, NADH absorbance; in the data active = inhibition above about 30%;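 note: 0% = DMSO wells and 100% = wells lacking the enzyme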
Vc quorum ag = inducers of Vibrio cholerae quorum light production without autoinducers; activation, % at 18.7 µM; V. cholerae BH1578 lux reporter, luminescence, 6 h; AID 588436; actives 0.16% (n = 350,000); in the data active = activation mostly above about 9.7%, no sharp cut-off; note: not every result past the cut was called active; inactives centre near 0; reference of the scale not given here
* = called active by the depositor; i = inactive; · = not tested or not shown.

Structure	TcdB inh	PfHsp40 rescue	Y pestis TopoI	FadD28 FP inh	FBA Mtb inh	Mtb UGM inh	BioA inh	GDH-TPI counter	Vc quorum ag
CCC(C)NC(=O)CSc1n[nH]c(-c2cc(Cl)ccc2OC)n1 (stereo unspecified)	0.5	-0.7	-6.8	-0.2	1.0	1.5	·	1.2	-0.1
COc1ccc(CCNC2CC(=O)N(CCc3ccccc3)C2=O)cc1 (stereo unspecified)	·	0.3	0.7	-2.3	3.2	1.9	-0.2	1.9	i
COc1ccc2nc(NCCCNC(=O)c3cc(OC)c(OC)c(OC)c3)c(C#N)cc2c1	·	-0.3	11.0	-0.9	31.7*	-0.3	-5.2	8.4	-0.3
CC1COCC(C)N1C1=C(Cl)C(=O)c2ccccc2C1=O (stereo unspecified)	0.3	-0.1	-3.5	-0.7	-0.2	·	-0.6	12.4	-0.9
Cc1ccc(S(=O)(=O)CNC(=S)c2cccc(C)c2)cc1	·	-0.4	-1.0	-4.3	0.9	-0.6	-0.8	-2.4	-0.4
CCCN(CCC)c1ncnc2nc[nH]c12	1.5	1.0	6.5	-1.8	1.0	-0.4	1.4	-11.1	·
Cc1noc(NS(=O)(=O)c2ccc(NC(=O)CCC3CCCCC3)cc2)c1C	·	0.0	11.8	-0.5	-5.5	1.8	-0.1	-16.5	i
CC(=O)Nc1ccc(NC(=O)c2cc([N+](=O)[O-])cc([N+](=O)[O-])c2)cc1	-0.2	-0.4	2.4	0.0	-0.2	0.2	0.7	7.1	-0.2
CCc1ccc(C2CC(c3ccc(Cl)cc3)=NNC2=O)cc1 (stereo unspecified)	·	7.1	27.8	0.3	3.8	1.1	0.1	-3.4	3.1
CCOC(=O)COc1nc(-c2ccc(C)cc2)cc(-c2ccco2)c1C#N	0.4	-0.2	2.6	-0.7	0.9	-0.6	·	-12.2	i
CC(C)c1nc2oc3c(N(C)CCO)ncnc3c2c2c1CCC2	1.5	-0.2	2.2	-2.9	4.2	-0.6	-1.2	20.6	-0.8
N#CC[C@H](Cc1ccccc1)N1CC[C@@H](O)CCC1=O	0.9	0.2	1.3	-1.2	-1.0	1.1	-7.5	11.2	-5.0
COc1cccc(CNC(=O)COC(=O)c2cccc(S(=O)(=O)N3CCCC3)c2)c1	-0.6	-1.5	16.7	-2.3	-2.8	·	·	2.5	0.5
O=C(NC1CCSc2ccccc21)c1cc([N+](=O)[O-])ccc1N1CCOCC1 (stereo unspecified)	1.1	35.8*	8.8	-1.6	-5.0	-0.9	-0.4	17.9	i
COc1ccc(/C=N/NC(=O)c2cc3c(ccc4ccccc43)o2)cc1OC	0.3	-0.6	18.4	-5.3	6.7	-0.9	-0.8	25.8	-0.3
CCCCNc1cccc2c1S(=O)(=O)N(CCCC)CC(COCc1ccccc1)O2 (stereo unspecified)	1.2	-1.1	31.1	0.8	-0.2	·	-1.0	10.4	-0.5
CCOc1ccc(/C=N/NC(=O)C(C)Sc2ccccn2)cc1OCC (stereo unspecified)	1.3	-1.1	-1.6	-2.1	-2.1	-0.1	·	15.5	-1.3
O=C(N=C1SC2CS(=O)(=O)CC2N1c1ccccc1)C1CCCCC1 (stereo unspecified)	1.6	-0.2	2.6	1.1	-0.6	0.7	5.0	3.4	-0.3
Cc1nc(-c2ccc(Cl)cc2)sc1C1(C)CC(c2ccc(F)cc2)=NO1 (stereo unspecified)	1.5	0.7	8.4	-0.4	-1.8	-2.9	-1.2	6.0	4.3
C=CCNc1nc(C)nc(OC)n1	-0.6	-0.5	2.5	1.1	5.8	-6.2	-1.0	2.5	2.6
O=C(O)CC(CC(=O)NCC(O)c1ccccc1)c1ccccc1 (stereo unspecified)	-1.2	-0.1	-2.1	-2.0	-0.1	-0.2	-0.4	-6.4	i
O=C(N/N=C/c1cccnc1)c1cc(O)c(O)c(O)c1	-5.3	-1.4	-5.0	0.9	-2.6	-2.5	·	2.2	i
Clc1ccc(-c2ccn[nH]2)cc1	0.9	-0.1	4.3	-1.6	-0.6	-0.1	·	0.9	i
COc1ccc(OS(=O)(=O)c2ccc(N3C(=O)CCC3=O)cc2)cc1	0.0	0.7	2.5	-1.0	-1.3	-5.2	-0.4	-5.3	-0.2
COc1ccc(N=C2NC(=O)C(CO)(CO)S2)cc1	1.0	-0.9	5.1	-0.8	0.3	4.6	4.2	-6.8	-0.5
Cc1ccc(NC(=O)CN(C)C(=O)COc2cccc3ccc(C)nc23)cc1	3.9	-1.2	19.9	-2.5	2.4	0.5	0.8	0.0	-2.8
CC(C)CN1CCC(=O)N([C@H](CSc2ccc(Br)cc2)c2ccccc2)CC1	6.1	0.8	13.8	-0.4	1.0	2.1	-1.7	10.3	i
Cc1cccc(N2C(=O)CSC2c2cccnc2)c1 (stereo unspecified)	·	-0.6	4.5	1.4	1.9	-0.7	-1.6	8.3	-1.0
O=S(=O)(NCCS(=O)(=O)N1CCN(c2ccc(F)cc2)CC1)c1ccc(F)cc1	-0.2	·	-3.5	0.5	1.8	·	-2.4	15.0	-0.3
Cc1nc(C(C)(C)O)n(-c2ccccc2)n1	·	0.1	-6.0	0.3	0.7	-1.5	-2.8	2.3	-0.8
COc1ccc(C(C)=O)cc1COC(=O)c1ccc(N)c([N+](=O)[O-])c1	0.4	-0.1	5.5	-3.5	-4.4	1.6	·	3.9	-0.3
CC(C)(C)NC(=O)C(c1ccc(O)cc1)N(Cc1ccc2c(c1)OCO2)C(=O)CCl (stereo unspecified)	1.3	·	9.4	0.5	-0.6	·	0.0	8.0	-5.0
Cc1cccc(N2C(=O)/C(=C/c3ccccn3)SC2=S)c1	-1.0	·	-7.6	-0.2	1.1	-4.4	1.2	-0.8	-0.4
CCC(=O)NNc1cccc(Cl)n1	·	-0.9	4.2	-1.9	0.6	-0.1	0.0	-0.8	-3.2
CCC(C)(C)n1nnnc1C(C(C)C)N1CCSCC1 (stereo unspecified)	0.3	-0.9	8.3	-0.5	5.2	0.7	0.8	-2.6	i
CCCCn1cnc2c(c(-c3ccccc3)c(-c3ccccc3)n2Cc2ccco2)c1=N	2.7	·	5.6	-3.6	2.3	-0.8	6.5	3.9	i
CCCc1c(C(=O)N/N=C/c2ccc(C)o2)nnn1-c1nonc1N	0.1	·	-1.0	-2.1	2.9	·	-1.9	42.5*	-0.6
CC1CCCC(C)N1CCNC(=O)C1CCN(S(=O)(=O)N2CCCCC2)CC1 (stereo unspecified)	·	-0.8	0.7	-0.1	2.1	0.5	-3.6	2.6	7.7
CC1Cc2nc(SCC(=O)NCC3CCCO3)n(C)c(=O)c2S1 (stereo unspecified)	0.1	0.4	-0.8	-1.1	0.8	-1.8	2.7	14.6	-0.4
CN(C)c1ccc(NC(=S)NC(=O)/C=C/c2ccco2)cc1	-6.5	0.4	1.9	-4.0	-2.5	-1.4	·	1.9	-0.5
CCOC(=O)C1CCN(C(=O)c2cc3cc4cc(OC)ccc4nc3o2)CC1	·	1.8	24.2	-1.1	55.4*	0.9	-1.6	18.9	-0.3
CCCCNc1c(-c2ccc(-c3ccc(C(C)=O)cc3)c(OC)c2)nc2cc(C)ccn12	-1.0	5.6	15.9	0.4	7.9	-0.5	0.4	19.0	i
CCOC(=O)C1CCN(C(=S)NC2CCCC2)CC1	0.2	0.5	6.1	-0.6	-2.2	-0.8	·	-8.4	-0.3
CC1=CC2(C)NC(=O)C(C)C12 (stereo unspecified)	1.3	·	-0.6	1.0	1.5	·	-1.7	-0.9	-4.5
CN=C1S/C(=C\c2cc(C)n(-c3ccccc3F)c2C)C(=O)N1C	·	0.2	-2.4	-0.8	0.1	0.4	-0.6	12.7	1.4
Cc1nnc(SCC(=O)NC2CCCCC2C)s1 (stereo unspecified)	-5.2	5.9	-0.8	-3.4	-8.1	-1.2	·	3.9	-5.6
O=C(CCCC(=O)Nc1ccc(Br)cc1)N/N=C/c1ccccc1	0.6	-1.4	5.9	-0.9	2.7	2.9	-1.1	1.0	-0.7
CCc1nc2ccc(C(=O)NCCc3ccccn3)cn2c1N(C)Cc1nccs1	-0.3	·	-10.7	0.3	3.7	·	-1.7	19.2	-0.4

Whole records from above. Order of screens: TcdB inh	PfHsp40 rescue	Y pestis TopoI	FadD28 FP inh	FBA Mtb inh	Mtb UGM inh	BioA inh	GDH-TPI counter	Vc quorum ag
CCOC(=O)C1CCN(C(=S)NC2CCCC2)CC1 in the list: 0.2	0.5	6.1	-0.6	-2.2	-0.8	·	-8.4	-0.3
O=C(CCCC(=O)Nc1ccc(Br)cc1)N/N=C/c1ccccc1 in the list: 0.6	-1.4	5.9	-0.9	2.7	2.9	-1.1	1.0	-0.7

Remaining list, next part:
Structure	TcdB inh	PfHsp40 rescue	Y pestis TopoI	FadD28 FP inh	FBA Mtb inh	Mtb UGM inh	BioA inh	GDH-TPI counter	Vc quorum ag
Cc1nn(C)c(Cl)c1CN1CCCC(CO)(Cc2ccccc2)C1 (stereo unspecified)	-1.3	-1.9	4.1	0.2	-1.1	0.8	·	3.8	i
Cc1ccnc(NC(=O)c2cc(F)c(F)cc2Cl)n1	-0.1	-2.0	2.3	-3.6	0.1	2.5	0.0	-10.6	-7.3
CCOc1cc(Br)cc(/C=C2\SC(=Nc3ccccc3)NC2=O)c1O	-0.4	-1.9	14.6	1.2	-5.2	-1.0	0.0	9.4	-0.8
Cn1c(=O)c2c(nc(NCCCO)n2CCc2ccccc2)n(C)c1=O	·	1.5	-3.3	-3.3	-8.2	-0.5	0.4	4.3	-5.0
Cc1ccc(C(=O)N/C(=C/c2ccccc2F)C(=O)NCCCn2ccnc2)cc1	0.5	0.4	2.0	-3.7	-2.2	-1.4	-0.1	-5.9	i
CCOC(=O)Cn1cc(C(=O)c2ccco2)c2ccccc21	·	-1.3	-8.8	15.0*	3.8	3.7	3.9	20.1	i
CCCn1c(N)c(N(CCOC)C(=O)c2cc3c(s2)CCC(CC)C3)c(=O)[nH]c1=O (stereo unspecified)	-0.1	-0.3	0.3	-1.9	-2.2	1.3	0.0	-3.5	i
O=C1OCCC1Sc1nnc(-c2cccs2)n1Cc1ccccc1 (stereo unspecified)	-4.2	0.7	14.7	-3.4	-0.2	-1.2	·	-4.3	0.9
Cc1ccc2nc(-c3ccccc3)cc(C(=O)N3CC(C)OC(C)C3)c2c1 (stereo unspecified)	1.3	0.7	-2.6	-1.0	1.4	-2.1	-0.2	8.7	-0.7
Cc1ccc(C(=O)c2ccccc2C(=O)OCC(=O)NC(=O)NC(C)(C)C)cc1	1.3	-2.2	1.5	0.3	-3.7	2.0	·	3.7	i
O=C(c1ccc(Cl)c(S(=O)(=O)N2CCOCC2)c1)N1CCN(c2ccccn2)CC1	0.4	0.7	14.3	-0.4	2.0	-0.8	-1.1	2.5	0.5
CCOc1ccc(NC(=O)CN(C)C(=O)CCCNC(=O)c2ccc(Cl)cc2)cc1OCC	-11.8	·	-1.4	-1.5	0.4	·	-0.1	4.5	i
Cc1ccc[n+](CC(=O)Nc2c(Cl)cc(Cl)cc2Cl)c1	0.4	0.1	4.1	0.3	1.1	-2.2	0.0	1.9	i
O=C(O)C(=Cc1ccncc1)c1cccc2ccccc12	0.4	·	-1.7	-2.1	1.0	·	-0.4	-0.4	-5.3
Cc1nc2cc(NC(=O)Nc3cccc(F)c3)ccc2n1C	1.4	-1.5	4.4	-1.2	0.9	-1.5	·	2.3	i
COc1ccccc1Nc1ccc(NS(=O)(=O)c2ccc(C(C)=O)cc2)cc1	2.9	-0.1	15.6	-1.2	-0.4	-0.2	0.1	1.9	-0.4
COc1cccc(N2CCN(C(=O)Nc3ccc4c(c3)NC(=O)CO4)CC2)c1	·	-0.5	14.2	-1.6	1.2	3.7	1.6	-13.3	i
COC(=O)c1cc(C(=O)NC(C)(C)CC(C)(C)C)cc([N+](=O)[O-])c1	2.3	0.1	0.0	-2.3	-3.0	0.0	·	-0.9	0.1
COCCNC(=O)CCc1c(C)nc2c(-c3ccc(F)cc3)c(C)nn2c1C	-0.1	-1.6	-1.1	-2.2	5.4	1.7	1.3	14.1	-0.1
Cc1cc(NC(=O)C(C)SCC(=O)Nc2ccc(Br)cc2Br)no1 (stereo unspecified)	0.7	1.2	18.6	0.7	-0.4	-1.0	0.7	0.7	-1.4
O=S(=O)(NC1CCCCC1Nc1ccc(Cl)cc1)c1ccccc1 (stereo unspecified)	-0.3	6.5	5.2	-0.6	-1.7	-0.6	0.2	-4.2	0.9
